Pf growth 48h: inhibits P. falciparum growth in the first generation, 48 h. Potency, µM (doses to about 28.7 µM), for the others: top-dose activity change, negative = inhibition, usual class: inhibitors. P. falciparum luciferase growth in erythrocytes, 48 h. actives 5.9% (n = 310,000); further: potency means the concentration at half of the fitted maximal effect; on the % scale 0 is the no-effect control and ±100 the full control effect
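Parasite viability was followed by luminescence of a genomically integrated firefly luciferase. Cultures held 0.1% parasitemia at 2% hematocrit (final), incubated under 5% CO2 at 37 C.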
TbPYK inhibitor: inhibitors of Trypanosoma brucei pyruvate kinase | Q57TT1 | TbPYK enzyme, Kinase-Glo Plus ATP luminescence, 45 min | Potency, µM (doses to about 76.8 µM), inactives show at the top dose activity, negative = inhibition, most hits filed as inhibitors | actives 0.12% (n = 410,000) | AID 624173; further: potency means the concentration at half of the fitted maximal effect; on the % scale 0 is the no-effect control and ±100 the full control effect; nearly all actives have a fitted effect of over 50% in size
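TbPYK + substrate in 50 mM TEA pH 7.2, 100 mM KCl, 10 mM MgCl2, 0.05% BSA, 0.01% Tween-20; cpd pinned; ADP 130 uM final; 45 min RT; Kinase-Glo Plus 10 min; luminescence endpoint.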
Shiga inhibitor: Shiga toxin inhibition; Vero cells, Shiga toxin protein synthesis inhibition reporter; actives 9.2% (n = 290,000); inhibition, % at 38.7 µM; in the data active means inhibition mostly above about 28%, no sharp cut-off; inactive means mostly below about 43%; further: 0% is about no effect
LmPK inhibitor: LmPK (Leishmania mexicana) enzyme inhibition; Q27686; purified LmPK, Kinase-Glo ATP luminescence, 1 h; Potency, µM (doses to about 57.5 µM), without a hit: at the highest dose activity change, negative = inhibition, most hits filed as inhibitors; actives 0.37% (n = 290,000); AID 1721; further: potency means the concentration at half of the fitted maximal effect; on the % scale 0 is the no-effect control and ±100 the full control effect
Target sequence (Q27686 whole entry, looked up): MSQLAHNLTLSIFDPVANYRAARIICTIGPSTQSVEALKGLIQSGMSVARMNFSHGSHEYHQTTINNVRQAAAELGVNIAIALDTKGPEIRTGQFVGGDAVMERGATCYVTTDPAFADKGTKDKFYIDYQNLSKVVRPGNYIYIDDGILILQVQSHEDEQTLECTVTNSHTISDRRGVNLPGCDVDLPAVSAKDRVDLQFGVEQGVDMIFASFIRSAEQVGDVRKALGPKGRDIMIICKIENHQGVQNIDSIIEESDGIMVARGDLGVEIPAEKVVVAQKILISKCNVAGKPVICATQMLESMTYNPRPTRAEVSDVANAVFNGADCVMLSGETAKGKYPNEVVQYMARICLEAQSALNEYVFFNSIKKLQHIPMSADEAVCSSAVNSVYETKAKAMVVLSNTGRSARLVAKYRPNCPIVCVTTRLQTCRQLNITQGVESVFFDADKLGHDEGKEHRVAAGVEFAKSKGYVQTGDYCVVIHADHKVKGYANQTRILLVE
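0.1 nM LmPK, 0.5 mM PEP, 0.1 mM ADP; 50 mM imidazole pH 7.2, 7 mM MgCl2, 50 mM KCl; 1 h RT. Kinase-Glo luminescence readout, normalized to no-enzyme (full inhibition) and uninhibited wells.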
Pf growth 96h: P. falciparum growth inhibition at 96 hour, primary screen for plastid delayed-death inhibitors. P. falciparum luciferase reporter growth, 96 h. Potency, µM (top dose mostly 28.7 µM), without a hit: top-dose activity change, negative = inhibition, most hits filed as inhibitors. actives 6.9% (n = 320,000). AID 504834; further: potency means the concentration at half of the fitted maximal effect; on the % scale 0 is the no-effect control and ±100 the full control effect
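P. falciparum expressing integrated firefly luciferase grown in erythrocytes (2% hematocrit, 0.05% parasitemia final) with compounds for 96 hours at 37 C, 5% CO2. Growth inhibition read as loss of luminescence after adding luciferase detection reagent.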
CHX counter: counter-screen for Shiga toxin inhibitors: cycloheximide protein synthesis inhibition. cell reporter, cycloheximide protein synthesis inhibition counterscreen. actives 12% (n = 300,000). AID 2314. max response, %; in the data active means max response mostly above about 13%, no sharp cut-off; inactive means mostly below about 14%; further: read at 38.3 µM for the half of the compounds with a filed dose; 0% is about no effect
AMA1 RON2 block: AMA1-RON2 (P. falciparum) interaction inhibition | AID 720542 | AlphaScreen AMA1-biotinylated RON2 peptide binding | Potency, µM (series often up to 58.2 µM), for inactives: top-dose activity change, negative = inhibition, most hits filed as inhibitors | actives 0.2% (n = 360,000);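 further: potency means the concentration at half of the fitted maximal effect; 0% = vehicle wells and -100% = peptide control; nearly all actives have a fitted effect of over 45% in size; some results filed as inactive show a strong effect at the top dose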
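AMA1 (3D7) with his tag at 25 nM final met compounds first, then biotinylated RON2 peptide at 25 nM; detection used donor plus acceptor beads, 10 µg/mL apiece, read by AlphaScreen after 30 min at room temperature.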
Active calls of the source: *; u = inconclusive; x = no result given; [ ] = remark or other dose. Unless noted, the call rests on the fitted dose curve; in most records, active means well fitted curve in the direction sought with a large enough effect; inconclusive means small, poorly fitted or top-dose-only effect, or another doubt; inactive means no such curve, though single readings can be large; an effect the other way counts as inactive or inconclusive.

SMILES	Pf growth 48h	TbPYK inhibitor	Shiga inhibitor	LmPK inhibitor	Pf growth 96h	CHX counter	AMA1 RON2 block
COCCOc1nc2ccccc2nc1C	-13%	-11%	12	0%	23%	-3	-10%
CCN(c1ccccc1)S(=O)(=O)c1ccc(C(=O)Nc2ccncc2)cc1	u	1%	x	x	0%	x	-1%
Cc1cccc[n+]1CC(=O)N1c2ccccc2Sc2ccccc21	3.7µM*	2%	1	1%	0%	-1	13%
Cc1cc(C(=O)CN2C(=O)C(=O)N(C3CCCC3)C2=O)c(C)n1CCc1ccccc1	u	-1%	x	x	-2%	x	-15%
CCN(CC)S(=O)(=O)c1ccc(N2CCCC2)c(NC(=O)CC(C)(C)C)c1	u	-4%	-1	1%	u	11	2%
O=C(O)c1ccc(CNC(=O)c2ccc(Br)o2)cc1	1%	-4%	-36	1%	x	2	6%
COC(=O)c1cc(S(=O)(=O)NCC2CCN(CCc3ccc(OC)cc3)CC2)c[nH]1	3%	2%	-3	0%	-16%	-4	-5%
COc1ccc(C(=O)Cn2c(Br)nc3c2c(=O)n(C)c(=O)n3C)cc1	-7%	-2%	-7	-7%	12%[5.75 µM]	-3	-8%
Cc1cc(F)ccc1S(=O)(=O)N1CCCOC1CNC(=O)C(=O)NCc1cccnc1 (configuration not stated)	2%	-8%	-6	-4%	-5%	-1	2%
COc1ccc(/C=N/N2CCN(C3c4ccccc4-c4ccccc43)CC2)cc1O	-20%	-8%	-2	0%	u	9	-22%

Part of the list above, reformatted:
Results follow in this order: Pf growth 48h | TbPYK inhibitor | Shiga inhibitor | LmPK inhibitor | Pf growth 96h | CHX counter | AMA1 RON2 block
CCN(c1ccccc1)S(=O)(=O)c1ccc(C(=O)Nc2ccncc2)cc1
  u | 1% | x | x | 0% | x | -1%
Cc1cccc[n+]1CC(=O)N1c2ccccc2Sc2ccccc21
  3.7µM* | 2% | 1 | 1% | 0% | -1 | 13%

(listing goes on)
SMILES	Pf growth 48h	TbPYK inhibitor	Shiga inhibitor	LmPK inhibitor	Pf growth 96h	CHX counter	AMA1 RON2 block
CCC(C)NCCOCCOc1ccc(Br)cc1C (configuration not stated)	16%	8%	-6	0%	u	-3	4%
Cc1cc(=O)[nH]c(SCc2cc(Cl)ccc2OC(F)F)n1	4%	-1%	4	2%	4%	2	-9%
O=C(CCN1CCOCC1)c1ccccc1	x	6%	-16	1%	-12%	-4	-3%
O=c1[nH]c(C2CCN(S(=O)(=O)Cc3ccccc3)CC2)nc2c1nnn2Cc1cccc(Cl)c1	u	-6%	-9	0%	44%	-2	-14%
Cc1cccc(OCc2nnc(SCC(=O)N(c3ccccc3)C3CCS(=O)(=O)C3)o2)c1 (configuration not stated)	u	-2%	x	x	u	x	4%
Cn1c(N)c(C(=O)c2cc(-c3ccccn3)nc3ccccc23)c(=O)[nH]c1=O	-7%	6%	15	0%	95%[activator]	-4	23%
COc1ccc(C(C)=O)cc1CSc1ccc2c(c1)OCCO2	-10%	-2%	28	6%	-16%	15	10%
c1ccn2c(SCc3ccc4c(c3)OCO4)nnc2c1	60%[activator]	5%	114*	-3%	57%[activator]	40*	2%
O=S(=O)(NCC1CCCO1)c1ccc(Cl)cc1 (configuration not stated)	14%	-1%	-1	1%	6%	-1	-1%
O=C(NCc1ccccc1)c1ccc2c(c1)C(=O)N(Cc1cccnc1)C2=O	27%	-2%	-4	-9%	u	1	-4%
CCNC(=O)c1nc[nH]c1C(=O)NCC	14%	-2%	-12	-12%	29%	-3	-1%
CC(Sc1nnnn1C)C(=O)Nc1ccc2c(c1)OCCO2 (configuration not stated)	78%[activator]	-8%	115*	0%	71%[activator]	29*	5%
COc1ccccc1OC(C)C(=O)N(Cc1ccco1)C1CCS(=O)(=O)C1 (configuration not stated)	33%[activator]	6%	25*	-7%	u	14*	-2%
Cc1c(NC(=O)c2cc3nc(-c4ccc(Cl)cc4)cc(C(F)(F)F)n3n2)c(=O)n(-c2ccccc2)n1C	0%	-5%	16	-1%	u	-1	12%
O=S(=O)(c1ccc(Nc2ccc3c(c2)OCO3)nc1)N1CCOCC1	31%	1%	50	3%	0%	18	36%
O[C@H]1c2ccccc2[C@H](Cc2cncs2)[C@@H]1Br	22%	1%	x	x	42%[activator]	x	16%
c1ccc(OCCCn2nnc(-c3ccc(N4CCOCC4)cc3)n2)cc1	10%	3%	-18	3%	u	-2	41%
COc1ccc(Nc2ccc(Cl)cc2)c(C(=O)O)c1	2%	5%	-3	-2%	7%	-2	-9%
O=S(=O)(NC1CCCCC1)c1cccc(-c2nnc(-c3ccccc3)o2)c1	u	3%	47	-1%	u	3	1%
Cc1nnc(Nc2ccc(Cl)cc2)n(N)c1=O	9%	7%	31	-4%	-9%	-4	-8%
CCCCNS(=O)(=O)c1ccc(OCC(=O)N2CCN(Cc3ccc4c(c3)OCO4)CC2)cc1	u	1%	-5	-5%	10µM*	12	-12%
COC(=O)CN1C(=O)C2(C(C#N)=C(N)Oc3n[nH]c(-c4cccs4)c32)c2ccccc21 (configuration not stated)	-3%	-5%	-12	1%	41%[activator]	1	-4%
CCSc1nc2ccccc2n1CC(=O)OC	2%	-3%	14	-5%	1%[5.75 µM]	-1	-7%
CC1(NC(=S)Nc2ccccc2)CCS(=O)(=O)C1 (configuration not stated)	-19%	0%	13	1%	30%	0	3%
Cc1cccc(C2NC(=O)c3ccccc3O2)c1 (configuration not stated)	u	3%	-20	1%	u	-2	-1%
Cc1ccc(S(=O)(=O)Nc2ccccc2-c2nc3ccccc3[nH]c2=O)cc1	29%	4%	x	x	5%	x	-3%
COC(=O)c1ccc(NC(=O)CSc2nncc3ccc(OC)c(OC)c23)cc1	5%	-2%	-11	1%	-15%	-3	-13%
O=C(N/N=C/c1ccccn1)c1cc(-c2ccc(Br)cc2)nc2ccccc12	u	-2%	8	6%	-15%	-3	43%[activator]
COc1cc(C(=O)NCCOc2cccc(C)c2)c(Br)c(OC)c1OC	6%	u	-3	-3%	22%	-2	1%
Cc1ccc(C2=NC3(CCCCCC3)NC2=S)cc1	10%	1%	11	-1%	u	3	15%

Three compounds from above, arranged by molar mass, highest first:
SMILES	Pf growth 48h	TbPYK inhibitor	Shiga inhibitor	LmPK inhibitor	Pf growth 96h	CHX counter	AMA1 RON2 block
O=C(N/N=C/c1ccccn1)c1cc(-c2ccc(Br)cc2)nc2ccccc12	u	-2%	8	6%	-15%	-3	43%[activator]
COc1ccccc1OC(C)C(=O)N(Cc1ccco1)C1CCS(=O)(=O)C1 (configuration not stated)	33%[activator]	6%	25*	-7%	u	14*	-2%
O=C(O)c1ccc(CNC(=O)c2ccc(Br)o2)cc1	1%	-4%	-36	1%	x	2	6%

(further entries)
SMILES	Pf growth 48h	TbPYK inhibitor	Shiga inhibitor	LmPK inhibitor	Pf growth 96h	CHX counter	AMA1 RON2 block
CCOc1ccc(NC(=O)Nc2nnc(CC)s2)cc1	x	-11%	32	7%	u	33	10%
COc1ccccc1CC(=O)Nc1cccc(F)c1	-2%	1%	2	-2%	u	8	-1%
O=C(CCN1C(=O)/C(=C/c2cccs2)SC1=S)N1CCCCC1	u	-3%	-2	-1%	22%	6	u
O=c1[nH]c2ccccc2c2ccccc12	11%	2%	-20	2%	43%[activator]	-3	-3%
Cc1cc(N2CCN(Cc3ccccc3)CC2)n2nc(C)c(-c3ccccc3)c2n1	x	-2%	-11	5%	u	2	3%
Cc1cc(C(=O)NNC(=O)Nc2ccccc2)no1	3%	-4%	1	-4%	13%	-1	48%[activator]
O=C(COC(=O)/C=C/c1cccc(C(F)(F)F)c1)NC(c1ccccc1)c1ccccc1	1%	-7%	-2	3%	11%	0	-11%
c1ccc(-c2ccccc2OCCCN2CCOCC2)cc1	26%	-8%	21	1%	9%	28*	7%
CC1=CCC(/C=N\Nc2nnc3c(n2)[nH]c2ccccc23)CC1 (configuration not stated)	69%[activator]	x	55*	-10%	u	76*	x
COc1ccc2c(c1)C(NS(=O)(=O)OCC(Cl)(Cl)Cl)CCC2 (configuration not stated)	2%	-2%	-8	-7%	12%	1	-19%
NC(CC(=O)OC1CCCCC1)C(=O)OC1CCCCC1 (configuration not stated)	-8%	-3%	9	2%	-10%	2	5%
Cc1ccccc1-c1n[nH]c(=S)n1C	7%	u	31	1%	19%[5.75 µM]	6	25%
COc1ccc2[nH]c(C(=O)NCCCN3CCCC3=O)c(C)c2c1	4%	-1%	24	0%	-4%	20	-6%
CC(C)Cn1c(/C=N/Nc2nc3ccccc3[nH]2)nc2ccccc21	3.7µM*	-5%	12	0%	0.47µM*	7	15%
COc1ccc(CNC(=O)CCN2C(=O)c3ccccc3C2=O)cc1	-5%	28%	5	4%	-7%	-8	18%
O=S(=O)(Nc1ccc(S(=O)(=O)N2CCCCC2)cc1)c1ccc(Br)s1	7%	0%	-5	6%	-9%	-2	1%
O=S(=O)(NCC1CCCO1)c1ccc(S(=O)(=O)N2CCCC2)cc1 (configuration not stated)	16%	-4%	-3	-2%	-15%	-3	1%
O=C(c1ccc(CS(=O)(=O)c2ccc(Br)cc2)o1)N1CCN(c2ccccn2)CC1	x	1%	21	8%	u	13	1%
Fc1ccc2c(c1)nnn2C1CCN(Cc2nnnn2CCc2ccccc2)CC1	u	-2%	13	0%	x	-2	-13%
COc1ccc(-c2csc(NC(=O)c3ccc(N4C(=O)CCC4=O)cc3)n2)cc1OC	7%	1%	-16	3%	15%	-1	-4%
CN(Cc1ccccc1)C1=CC(=[N+]2CCCCC2)CC(C)(C)C1	0.37µM*	-1%	-4	-2%	0.33µM*	8	0%
CCOC(=O)N1CCN(C(=O)C2CCCN(S(=O)(=O)c3ccc(F)cc3)C2)CC1 (configuration not stated)	-9%	0%	9	4%	-18%	-1	-6%
O=C(NNC(=O)c1ccccc1Br)c1cccs1	69%[activator]	2%	65*	4%	6%	26*	0%
COc1c(C)cc(C(=O)C2CCCN(C(=O)c3cc(C)n(C)n3)C2)cc1C (configuration not stated)	-2%	-8%	14	-1%	22%	4	-2%
Cc1ccccc1C(=O)OCCN1CCOCC1	9%	0%	-2	-4%	8.3µM*	23*	4%
C/C(N)=C(/C#N)C(=O)COC(=O)c1ccc(O)cc1	44%[activator]	-12%	19	-4%	-13%	8	-5%
COc1ccc(Cc2nnc(NN)[nH]c2=O)cc1OC	x	2%	-6	0%	-17%	-2	-44%
O=C(NC1=NCCS1)c1ccc(Cl)c(S(=O)(=O)N2CCOCC2)c1	u	-5%	30	-3%	-59%[5.75 µM]	7	55%[activator]
O=C(Cn1c(=S)[nH]c2ncccc2c1=O)NCCc1ccccc1	20%	x	19	2%	7%	-1	x
CCc1cc(C(=O)N(C)CC(=O)N(CC(C)C)c2c(N)n(CC(C)C)c(=O)[nH]c2=O)sc1C	-13%	3%	-11	5%	u	-3	15%
COc1cc(Nc2nc3ccccc3n3nnnc23)cc(OC)c1OC	x	2%	69	14%	u	7	122%[activator]
CC1CCCN(C(=O)c2ccc(CNc3c(N4CCCCC4)c(=O)c3=O)cc2)C1 (configuration not stated)	x	-6%	-12	14%	25%	4	-1%
CCN(CC)C(=O)C1CCCN(Cc2ccc3ccccc3c2)C1 (configuration not stated)	9%	-5%	-5	-1%	13µM*	-2	-2%
O=C(O)CC(CC(=O)Nc1ccc(N2CCOCC2)cc1)c1ccccc1 (configuration not stated)	10%	3%	-7	1%	2%	-1	-28%

Bioassay records (PubChem)
